Source: PubChem BioAssay
NTR1 ag – NTR1-driven beta-arrestin-GFP spot formation – imaging, U2OS cells, high content, primary screen (AID 493036); activation, % at 20 µM; P30989; agonist mode; 0.17% of 330,000 active;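 active = activation at or above 40% of the spot to cytoplasm intensity ratio, with at least 20 cells analyzed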;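 also: 0% = DMSO without peptide and 100% = 100 nM NTR1 peptide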
Target sequence (P30989 whole entry, looked up): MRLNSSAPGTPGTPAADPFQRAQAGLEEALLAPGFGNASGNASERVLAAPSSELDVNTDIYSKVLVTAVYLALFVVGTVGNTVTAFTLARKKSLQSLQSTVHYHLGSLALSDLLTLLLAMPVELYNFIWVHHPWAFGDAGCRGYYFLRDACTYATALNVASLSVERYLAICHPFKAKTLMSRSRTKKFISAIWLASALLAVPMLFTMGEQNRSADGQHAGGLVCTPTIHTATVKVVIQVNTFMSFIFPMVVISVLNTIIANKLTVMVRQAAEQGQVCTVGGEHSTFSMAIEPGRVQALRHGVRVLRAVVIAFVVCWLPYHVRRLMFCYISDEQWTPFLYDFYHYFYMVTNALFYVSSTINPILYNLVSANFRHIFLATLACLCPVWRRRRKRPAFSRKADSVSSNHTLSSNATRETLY
MgcRacGAP inhibition – MgcRacGAP GTPase-activating activity inhibitors, confirmation, biochemical, ADP Hunter fluorescence; MgcRacGAP-stimulated Rac1 GTP hydrolysis, ADP Hunter fluorescence; higher % means a stronger effect; GST-tagged Rac1 F28L mutant substrate; one-dose inhibition, % at 30 µM; IC50 in µM for titrated hits; 0.6% of 340,000 active; AID 624330;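 active = first-screen hits whose inhibition reached a set limit at any dose in the follow-up dose series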;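 also: fluorescence reports GDP produced by GAP-driven GTP hydrolysis; strong numbers were not always called active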
T cell HTS – modulates CD8 T cell binding to vesicles | 2C CD8+ T cell-vesicle binding, flow cytometry; hits give low values | calls only at 7 µM | 0.068% of 330,000 active;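 active = response, share of CD8 T cells binding vesicles, and their 90th percentile fluorescence all below set limits, cut at about 80% in these data, passing the limit was not always enough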
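Incubation: binding step 1.5 h, 37 °C, antibody labelling 20 min, ice; system: murine 2C transgenic CD8+ T lymphocytes; technique: cytometric PE anti-B7-1 and Alexa647 anti-CD8 signals after 1% paraformaldehyde fixation; also added: QL9-charged Drosophila Ld/ICAM-1/B7-1 vesicles; control set: naked versus QL9-loaded vesicles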
Hep lipid drop – hepatic lipid droplet formation modulation | AML12 mouse hepatocytes, oleate lipid droplets, BODIPY imaging | 0.4% of 240,000 active | inhibition, % at 6.5 µM | AID 1656;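 active = lipid droplet intensity inhibited by at least 50%, with more than 500 cells counted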
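material = mouse AML12 hepatocyte cell line, fixed after treatment | also added = 100 µM oleic acid challenge | doses = compound at 6.5 µM only | schedule = overnight exposure | technique = Image-based BODIPY and DAPI two-channel analysis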
GPR35 arrestin U2OS – inhibition of zaprinast-stimulated GPR35 beta-arrestin translocation – imaging, U2OS, beta-arrestin-GFP, zaprinast agonist, primary screen (AID 2058) | U2OS GPR35 beta-arrestin-GFP translocation imaging, zaprinast antagonism; higher % means a stronger effect | inhibition, % at 10 µM; hits with a dose series show IC50 in µM | 0.052% of 290,000 active;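 active = inhibition of at least 50% with at least 30 cells and total cytoplasm GFP at most 10,000,000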
GPR55 beta-arrestin – GPR55 agonists via beta-arrestin recruitment, primary screen, imaging, U2OS cells, beta-arrestin-GFP redistribution (AID 1961); U2OS GPR55 beta-arrestin-GFP redistribution imaging; higher % means a stronger effect; activation, % at 10 µM; hits with a dose series show EC50 in µM; 0.048% of 290,000 active;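 active = activation above 40% with more than 50 cells counted in the well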;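 also: U2OS osteosarcoma cells stably expressing GPR55 and beta-arrestin-GFP; plate controls were DMSO negative control for no effect and LPI positive control for full effect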
LYP inhibition – PTPN22 lymphoid phosphatase activity blockers – biochemical, fluorescence intensity, uHTS (AID 1779); recombinant LYP phosphatase, fluorescence intensity; higher % means a stronger effect; inhibition, % at 11.5 µM; hits with a dose series show IC50 in µM; 0.054% of 290,000 active; in the data active = inhibition above about 50%;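 also: plate controls were vehicle with enzyme for no effect and no enzyme for full effect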
SV40 large T antigen – SV40 large T antigen inhibitors, biochemical (AID 1903) | SV40 large T antigen ATPase/helicase inhibition assay; higher % means a stronger effect | inhibition, % at 20 µM; hits with a dose series show IC50 in µM | 0.39% of 310,000 active; in the data active = a potency from the dose series; also: strong numbers were not always called active
GPR55 LPI antagonism – GPR55 antagonists blocking LPI-driven arrestin recruitment, primary screen, imaging, U2OS, beta-arrestin-GFP, LPI agonist (AID 2013); U2OS GPR55 beta-arrestin-GFP translocation imaging, LPI antagonism; higher % means a stronger effect; inhibition, % at 10 µM, or IC50 in µM where a hit was titrated; 0.13% of 290,000 active;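 active = spots per cell inhibited over 60%, with over 100 cells counted and total cytoplasm intensity under 500,000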;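 also: U2OS cells stably carrying GPR55 and arrestin-GFP stimulated by 5 µM LPI near EC80; imaged beta-arrestin-GFP aggregate spots per cell after agonist stimulation; plate controls were LPI-stimulated DMSO wells for no effect and DMSO wells without LPI for full effect; some results filed as inactive read as strong as hits; confirmed hits need IC50 under 10 µM and bright autofluorescent wells are also inconclusive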
Hep lipid drop cells 6.5 µM – further read-out of Hep lipid drop, marked with its call; cell count; measured here: cell count, cytotoxicity flag;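 cells counted across two imaged fields per well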
T cell HTS vesicle-bound % – further read-out of T cell HTS, marked with its call; double positive events, %; measured here: CD8+ vesicle-bound cell fraction;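 binding gate set so that unloaded-vesicle control wells show 10% double positive cells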
NTR1 ag cell count 20 µM – also measured in NTR1 ag; calls as there; cell count; measured here: cell count, cytotoxicity flag
The depositor's hits bear a star; i = inactive; / = not tested or not shown.

SMILES	NTR1 ag	NTR1 ag cell count 20 µM	MgcRacGAP inhibition	T cell HTS	T cell HTS vesicle-bound %	Hep lipid drop	Hep lipid drop cells 6.5 µM	GPR35 arrestin U2OS	GPR55 beta-arrestin	LYP inhibition	SV40 large T antigen	GPR55 LPI antagonism
Cn1c(=O)n(C)c2cc(/C=N/NC(=O)c3ccc(Cl)cc3)ccc21	0.8	52	7%	i	31	-1	611	4%	-0.1%	-1%	7%	8%
CCOC(=O)N1CCN(C(=O)/C(=C/c2ccccc2OC)NC(=O)c2ccccc2)CC1	2.3	53	7%	i	50	-23	646	5%	-0.3%	0%	12%	-1%
CCN(CC(=O)Nc1c(F)cccc1F)C(=O)CCN1C(=O)C2CC=CCC2C1=O (centres undefined)	0.0	77	3%	i	42	/	/	/	/	/	14%	/
CCNc1nc(N)c(C(=O)c2ccc(Cl)s2)s1	-1.1	78	8%	i	50	52*	781*	-11%	0.3%	-1%	7%	6%
CCOc1cccc(-c2cc(-c3n[nH]c(=S)n3CC)c3ccccc3n2)c1	2.7	71	4%	i	44	/	/	11%	-0.1%	-1%	11%	-19%
CC(=O)N1C(=O)NC(c2ccccc2)=C([N+](=O)[O-])C1c1ccccc1 (centres undefined)	-0.5	60	13%	i	48	-4	828	2%	-0.1%	-4%	5%	13%
COc1ccc(OCCc2nnc(N)s2)cc1	1.0	70	8%	i	30	/	/	12%	0.3%	-12%	11%	16%
CN(C)c1ccc(NS(=O)(=O)c2ccc(-c3csnn3)cc2)cc1	1.6	40	/	i	30	-43	720	0%	-0.2%	-6%	33%	12%
CCOC(=O)Cc1csc(NC(=O)Nc2ccc(OC(F)(F)F)cc2)n1	3.6	40	6%	i	30	-18	692	5%	0.3%	1%	13%	9%
CC(C)CNC(=O)CN(c1ccccc1)S(=O)(=O)c1ccccc1[N+](=O)[O-]	0.0	30	2%	i	50	/	/	-7%	/	-5%	5%	-7%
CN(C)CCCNCCCCNC(=O)/C=N/O	3.9	80	4%	i	22	/	/	-2%	0.2%	1%	/	4%
COCCNC(=O)C1Cc2cc(S(=O)(=O)N3CCCC3)ccc2N1C(C)=O (centres undefined)	-0.7	67	2%	i	58	20	732	8%	0.0%	-10%	7%	9%
c1ccc(Nc2ccc(-n3ccnc3)nn2)cc1	1.7	60	9%	i	32	-1	729	-6%	-0.1%	-6%	8%	1%
CCCn1nnnc1SCC(=O)c1ccc(NC(C)=O)cc1	-1.1	51	2%	i	52	/	/	-1%	-0.2%	4%	20%	11%
COc1ccc(N2C(=O)C3CCCN3C2c2ccc(C)o2)cc1Cl (centres undefined)	0.9	73	8%	i	35	/	/	2%	0.0%	-3%	3%	25%
CN(C)c1ccc(C(=O)N/N=C/c2cc(Br)cc(Br)c2O)cc1	2.5	50	/	i	47	-12	673	5%	0.2%	1%	6%	0%
O=C(O)CCC(=O)c1ccc2c(c1)CCCC2	0.6	56	-13%	i	55	-8	740	-14%	-0.4%	-5%	1%	5%
COc1ccc(CNS(=O)(=O)c2ccc(F)c(C(=O)Nc3ccccc3OC)c2)cc1	0.0	47	4%	i	9	6	745	-15%	0.5%	-7%	-9%	7%
O=C(C1CCCO1)N1CCN(C(=S)Nc2ccccc2Cl)CC1 (centres undefined)	1.8	103	1%	i	41	-12	637	0%	-0.3%	-5%	2%	0%
C/C(CC(=O)Nc1ccc2c(c1)OCCO2)=N\NC(=O)COc1ccc(Cl)c(C)c1	0.3	61	12%	i	40	2	689	1%	0.2%	-10%	13%	10%
O/N=C1\CCCC\C1=C/c1ccccc1	0.4	50	5%	i	41	-2	703	6%	-0.1%	-7%	0%	-1%
CC1(C)CC(=O)C2=C(C1)NC1=C(C(=O)c3ccccc31)C2c1ccccc1 (centres undefined)	1.3	58	9%	i	46	-10	614	-21%	0.2%	-1%	11%	12%
O=c1c(-c2ccccc2)c(O)c2cccc3c2n1CCC3	-1.0	67	1%	i	47	/	/	-5%	-0.1%	0%	3%	6%
O=C(OCc1nnc(-c2ccccc2)o1)C12CC3CC(CC(Br)(C3)C1)C2	/	/	7%	/	/	4	688	-34%	-0.4%	-3%	10%	0%
O=C(NCCN1CCCCC1)c1ccc(Oc2cc(Cl)cc(Cl)c2)o1	2.6	37	/	i	24	-35	660	16%	1.8%	-7%	7%	0%
CCc1ccccc1NC(=O)C1CCCN(c2nccc(C)n2)C1 (centres undefined)	-2.3	36	2%	i	34	-2	771	10%	-0.1%	-5%	9%	-6%
CCn1ncc(Cl)c1C(=O)Nc1cc([N+](=O)[O-])ccc1OC	4.8	76	3%	i	16	-5	656	-23%	0.1%	-8%	5%	-10%
O=S(=O)(c1ccccc1)N1CCC(=NO)CC1	-0.4	25	4%	i	40	15	687	-10%	-0.3%	-5%	31%	8%
CCOC(=O)N1CCN(C(=O)c2cccn3c(=O)c4sccc4nc23)CC1	0.0	45	5%	i	52	-2	718	-8%	0.2%	7%	3%	4%
CC1Cc2ccccc2N1C(=O)CSc1nc2ccccc2o1 (centres undefined)	2.0	80	9%	i	11	/	/	2%	0.2%	-8%	7%	4%
O=C(Nc1nnc(-c2cccnc2)o1)c1cccc(Cl)c1	-0.5	68	0%	i	6	-10	681	-7%	0.1%	-4%	9%	-6%
O=C(N/N=C1/CCSC1)c1cc(Br)ccc1O	1.6	36	-3%	i	49	1	725	-11%	-0.1%	-1%	0%	-6%
Fc1ccccc1C1c2[nH]c3ccccc3c2CCN1Cc1cccn1-c1ncccn1 (centres undefined)	5.7	84	-3%	i	44	-20	647	1%	0.0%	-3%	5%	7%
O=S(=O)(Nc1n[nH]c(C(F)(F)F)n1)c1ccccc1	-0.3	52	12%	i	19	14	692	-7%	-0.1%	-9%	3%	4%
COc1ccc(S(=O)(=O)N2CCCOC2CNC(=O)C(=O)NCc2ccccc2F)cc1C (centres undefined)	1.0	74	1%	i	8	-1	631	5%	0.0%	-8%	11%	22%
O=C(C1CCCN(S(=O)(=O)c2cnc[nH]2)C1)N1CCN(Cc2ccccc2)CC1 (centres undefined)	2.9	56	4%	i	44	/	/	2%	-0.1%	-5%	0%	-6%
CCN(CC)S(=O)(=O)c1ccc(N/N=C(\C)c2cccnc2)nc1	-0.4	93	5%	i	34	-1	818	3%	0.0%	-5%	-6%	-2%
Cc1cc(C)c2nc(-c3ccccn3)cc(C(=O)n3cccn3)c2c1	5.1	48	5%	i	22	/	/	-13%	-0.1%	0%	1%	-1%
CC(C)S(=O)(=O)c1ccc(C(=O)Nc2ccc(F)cc2F)cn1	-0.3	42	3%	i	55	-20	563	-16%	-0.1%	-9%	4%	-4%
CCOc1nc(-c2ccc(OC)cc2)ccc1-c1noc(C)n1	8.1	89	12%	i	3	-5	724	7%	-0.1%	-10%	11%	-2%

Molecules from the list above that contain a nitro group on carbon:
SMILES	NTR1 ag	NTR1 ag cell count 20 µM	MgcRacGAP inhibition	T cell HTS	T cell HTS vesicle-bound %	Hep lipid drop	Hep lipid drop cells 6.5 µM	GPR35 arrestin U2OS	GPR55 beta-arrestin	LYP inhibition	SV40 large T antigen	GPR55 LPI antagonism
CC(=O)N1C(=O)NC(c2ccccc2)=C([N+](=O)[O-])C1c1ccccc1 (centres undefined)	-0.5	60	13%	i	48	-4	828	2%	-0.1%	-4%	5%	13%
CC(C)CNC(=O)CN(c1ccccc1)S(=O)(=O)c1ccccc1[N+](=O)[O-]	0.0	30	2%	i	50	/	/	-7%	/	-5%	5%	-7%
CCn1ncc(Cl)c1C(=O)Nc1cc([N+](=O)[O-])ccc1OC	4.8	76	3%	i	16	-5	656	-23%	0.1%	-8%	5%	-10%

The list continues.
SMILES	NTR1 ag	NTR1 ag cell count 20 µM	MgcRacGAP inhibition	T cell HTS	T cell HTS vesicle-bound %	Hep lipid drop	Hep lipid drop cells 6.5 µM	GPR35 arrestin U2OS	GPR55 beta-arrestin	LYP inhibition	SV40 large T antigen	GPR55 LPI antagonism
Cc1ccc(S(=O)(=O)N2[C@@H](c3ccccc3)C(C(=O)O)=CC[C@H]2c2ccc(Cl)cc2)cc1	7.9	80	3%	i	19	/	/	/	/	/	17%	/
O=C(CN1CCN(c2ccccc2)CC1)Nc1c(C(=O)C2CC2)oc2ccccc12	10	84	-2%	i	35	-4	696	-8%	-0.3%	-2%	1%	1%
Cc1cc(C)c(S(=O)(=O)N2CCOC2CNC(=O)C(=O)NCCCn2ccnc2)c(C)c1 (centres undefined)	0.0	44	-6%	i	38	0	731	-15%	0.6%	-4%	5%	1%
Cc1ccc(C)c(S(=O)(=O)N2CC(=O)Nc3ccccc32)c1	4.4	67	2%	i	39	1	744	-6%	0.0%	2%	9%	0%
CCCn1c2ccccc2c2nnc(SC(CC)C(=O)Nc3cc(C)on3)nc21 (centres undefined)	2.9	43	15%	i	59	17	694	0%	-0.2%	-4%	11%	13%
c1ccc(CCCCN2C(Nc3ccccc3)=NC[C@@H]2Cc2ccccc2)cc1	0.4	97	16%	i	45	/	/	/	/	/	13%	/
Cc1ccc(CNC(=O)c2nnn(CC(=O)Nc3cccc(C)c3C)c2N)cc1	0.5	53	-1%	i	10	-1	707	-9%	0.1%	-13%	9%	18%
CC(=O)NC(Cc1cc(C)ccc1C)C(=O)N1CCN(C(=O)c2ccccc2Br)CC1 (centres undefined)	-0.8	87	2%	i	54	-1	675	7%	-0.1%	-2%	7%	5%
O=C(O)C1C2C=CC(O2)C1C(=O)Nc1ccc2c(c1)OCCO2 (centres undefined)	0.9	57	/	i	9	/	/	6%	-0.2%	4%	15%	13%
CC(C)CN1CCCC(N2CCN(c3cccc(Cl)c3)CC2)C1 (centres undefined)	-0.1	51	10%	i	53	-3	803	-2%	-0.1%	0%	2%	7%
CC(C)C(=O)N(Nc1nc2ccccc2s1)C(=O)C(C)C	-0.3	68	14%	i	14	72*	658*	6%	0.5%	-13%	17%	10%
Cc1onc(-c2ccc(Cl)cc2)c1-c1ccnc(SCC(=O)Nc2ccc(C(C)C)cc2)n1	-0.5	32	-2%	i	19	21	740	5%	-0.2%	3%	9%	4%
COC(=O)c1ccc(C2=NOC(C)(c3sc(-c4ccccc4)nc3C)C2)cc1 (centres undefined)	0.0	96	1%	i	10	20	747	7%	0.6%	-5%	12%	11%
